Bioassay records deposited in PubChem by several laboratories.
RGS8-Gao reg: regulators of human RGS8-Galphao interaction. multiplexed bead flow cytometry, RGS8-Galphao binding; actives lie on both sides. response (percent of control binding), % at 10 µM. 220,000 tested, 0.34% active; in the data active means response below about 60% or above about 140%; inactive means in between;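 further: Galphao activated as the GDP aluminium fluoride complex binding bead-coupled RGS8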
Bim-Bcl-B: disrupts Bim peptide binding to human Bcl-B | Q9HD36 | bead-based flow cytometry | 190,000 tested, 0.073% active | inhibition, % at 10 µM;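 further: 0% = tracer peptide without compound and 100% = reference inhibitor peptide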
Target sequence (Q9HD36 whole entry, looked up): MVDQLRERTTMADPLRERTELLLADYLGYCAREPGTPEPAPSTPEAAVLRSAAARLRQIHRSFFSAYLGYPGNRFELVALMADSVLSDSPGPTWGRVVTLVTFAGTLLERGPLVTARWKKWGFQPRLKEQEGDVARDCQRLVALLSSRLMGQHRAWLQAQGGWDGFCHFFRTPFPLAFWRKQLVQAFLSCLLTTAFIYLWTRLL
RGS7-Gao reg: human RGS7-Galphao interaction regulation; binding response (% of control), % at 10 µM; Multiplexed bead flow cytometry, RGS7-Galphao binding; actives lie on both sides; 220,000 tested, 0.35% active; in the data active means binding response below about 49% or above about 150%; inconclusive means no clear call, values can overlap the other calls; inactive means in between;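 further: fluorescent Galphao held in activated GDP-AlF4 state binding bead-coupled RGS7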
Bcl-XL Bim block: inhibitors of Bim-Bcl-XL interaction, human; AID 1007; inhibition, % at 10 µM; Bim peptide-Bcl-XL binding, bead flow cytometry, fluorescence; Q07817; 190,000 tested, 0.04% active
Target sequence (Q07817 whole entry, looked up): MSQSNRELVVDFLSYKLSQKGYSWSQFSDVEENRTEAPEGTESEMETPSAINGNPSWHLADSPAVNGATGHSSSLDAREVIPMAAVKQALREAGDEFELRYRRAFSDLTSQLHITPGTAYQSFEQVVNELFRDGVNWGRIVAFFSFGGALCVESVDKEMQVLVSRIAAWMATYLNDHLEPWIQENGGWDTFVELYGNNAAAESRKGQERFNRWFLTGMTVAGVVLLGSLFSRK
Bfl-1 Bim block: inhibitors of Bim-Bfl-1 interaction, human | Q16548 | Bead-based flow cytometry, Bim-Bfl-1 binding inhibition | inhibition, % at 10 µM | 190,000 tested, 0.12% active | AID 1008;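 further: 0% = wells without compound plus tracer and 100% = blocker peptide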
RGS4-Gao reg: human RGS4-Galphao interaction regulation; P09471; Multiplexed bead flow cytometry, RGS4-Galphao binding; actives lie on both sides; binding response (% of control), % at 10 µM; 220,000 tested, 0.33% active; AID 1415; in the data active means binding response below about 49% or above about 150%; inactive means in between;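 further: fluorescent Galphao activated with aluminum fluoride binding bead-coupled RGS4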
Bcl-2 Bim block: human Bim-Bcl-2 interaction inhibition; inhibition, % at 10 µM; 190,000 tested, 0.06% active; Bead-based flow cytometry, Bim peptide-Bcl-2 binding; in the data active means inhibition above about 40%; inconclusive means no clear call, values can overlap the other calls;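 further: 0% = no compound wells with probe peptide and 100% = reference peptide inhibitor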
Target sequence (P10415 whole entry, looked up): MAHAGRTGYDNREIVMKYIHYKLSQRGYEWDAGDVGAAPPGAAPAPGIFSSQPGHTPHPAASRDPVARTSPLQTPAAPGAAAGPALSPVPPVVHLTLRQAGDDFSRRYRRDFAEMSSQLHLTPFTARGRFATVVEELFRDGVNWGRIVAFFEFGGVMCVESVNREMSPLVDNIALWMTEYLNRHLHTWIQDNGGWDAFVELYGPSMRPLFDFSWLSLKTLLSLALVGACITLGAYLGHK
Mcl-1 Bim block: inhibitors of Bim-Mcl-1 interaction, human; AID 1009; inhibition, % at 10 µM; Bead-based flow cytometry, Bim peptide-Mcl-1 binding; 190,000 tested, 0.1% active;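 further: 0% = no compound tracer wells and 100% = peptide blocker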
Mcl1-Bid inh: Mcl-1/Bid interaction inhibition; inhibition, % at 21.7 µM; Q07820; AID 1021; 220,000 tested, 0.97% active; TR-FRET Mcl-1/Bid-Dy647 peptide binding, 1536-well;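 active means compounds that cut the binding signal by more than half at the single screening dose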;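 further: His-tagged Mcl-1 with europium anti-His antibody binding Bid BH3 peptide; 0% = Mcl-1 plus peptide wells and 100% = peptide-only wells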
Bcl-W Bim block: disrupts Bim peptide binding to human Bcl-W; inhibition, % at 10 µM; AID 952; 190,000 tested, 0.02% active; bead-based flow cytometry; Q92843;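 further: 0% = bound tracer without compound and 100% = peptide blocker; higher means less fluorescent Bim peptide bound to Bcl-W beads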
Target sequence (Q92843 whole entry, looked up): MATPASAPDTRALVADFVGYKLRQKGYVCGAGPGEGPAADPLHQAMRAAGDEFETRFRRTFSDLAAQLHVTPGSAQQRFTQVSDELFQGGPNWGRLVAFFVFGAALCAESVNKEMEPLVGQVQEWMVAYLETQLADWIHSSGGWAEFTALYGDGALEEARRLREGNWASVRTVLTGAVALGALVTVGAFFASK
GSH bead fluor: GSH bead compound fluorescence profile; GSH beads flow cytometry, compound fluorescence 488/530 nm; stronger effect = higher value; 190,000 tested, 0.25% active; fluorescence (KMESF) at 10 µM; in the data active means fluorescence above about 89;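 further: glutathione beads carrying GST-tagged Bcl family fusion proteins plus one bare bead set; values are compound well signal with DMSO vehicle wells as background; inactives centre near 16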
* marks the source's active call; other numbers are inactive results; u = inconclusive. Unless noted, no stated cut-off is given here; in the data, active means inhibition above about 40%.

SMILES	RGS8-Gao reg	Bim-Bcl-B	RGS7-Gao reg	Bcl-XL Bim block	Bfl-1 Bim block	RGS4-Gao reg	Bcl-2 Bim block	Mcl-1 Bim block	Mcl1-Bid inh	Bcl-W Bim block	GSH bead fluor
Cc1cccc(-n2nnc3c(=O)n(Cc4ccccn4)cnc32)c1	102.2	-2.0	102.5	-6.0	-8.0	106.0	-1.0	0.0	-63.7	-2.0	19
CCN(CCn1cccn1)Cc1c(C(=O)N2CCCCCCC2)nc2ccc(Cl)cn12	97.5	-2.0	96.9	-4.0	-9.0	99.2	-4.0	-1.0	-49.4	-3.0	21
c1ccc(Cc2nn3c(Cn4cnc5ccccc54)nnc3s2)cc1	90.7	-26.0	110.7	-12.0	-1.0	95.5	-13.0	-9.0	1.5	-3.0	21
CC(=O)NCC(=O)OCC(=O)c1ccc(C)cc1	91.7	0.0	81.5	0.0	1.0	82.4	-3.0	0.0	-2.7	2.0	14
Cc1ccccc1-n1c(-c2ccoc2C)n[nH]c1=S	92.5	-11.0	96.6	-1.0	4.0	85.7	-1.0	-5.0	-42.9	-1.0	5
CC(=O)CCn1cnc([N+](=O)[O-])n1	103.5	0.0	99.5	0.0	-4.0	100.1	-1.0	0.0	-13.5	0.0	20
O=C1NC(Cc2c[nH]c3ccccc23)C(=O)N1Cc1ccc(CN2C(=O)NC(Cc3c[nH]c4ccccc34)C2=O)cc1 (configuration not stated)	99.6	-1.0	104.6	5.0	-4.0	100.8	-2.0	0.0	-10.8	4.0	8
O=C(Nc1nc2c(s1)CCCC2)C1COc2ccccc2O1 (configuration not stated)	105.1	-7.0	103.6	-3.0	-10.0	105.4	-5.0	0.0	9.6	2.0	24
COc1ccc(N2C(=O)CCC(C(=O)Nc3cccc(C)n3)C2c2ccc(OC)c(OC)c2)cc1 (configuration not stated)	103.8	-7.0	105.5	8.0	-13.0	105.1	-5.0	-3.0	-6.7	-2.0	21
Cc1cc(C(=O)N/N=C\C(Br)=C\c2ccccc2)c(C)o1	102.1	-2.0	104.1	-4.0	-4.0	102.8	-2.0	5.0	-60.3	-2.0	12
CC(=O)c1c(NCc2ccccc2)nc(=O)n(-c2ccccc2)c1C	83.5	-1.0	75.4	-4.0	2.0	93.6	0.0	-5.0	4.1	0.0	48
O=C(COC(=O)Cn1cnc2ccccc2c1=O)Nc1ccc2c(c1)OCO2	101.0	-2.0	100.1	0.0	-2.0	99.4	-3.0	2.0	-19.1	-1.0	13
CCC(Oc1ccccc1)C(=O)N1CCN(c2ccccn2)CC1 (configuration not stated)	102.3	-2.0	102.0	-2.0	0.0	100.3	0.0	-2.0	0.9	-2.0	13
COC(=O)c1ccccc1NC(=O)n1cc(C)cn1	99.1	-5.0	102.2	-1.0	-2.0	99.6	0.0	-3.0	-0.8	-1.0	22
COc1ccc(C(=O)NC2CCN(C(=S)Nc3cc(C)cc(C)c3)CC2)cc1	102.2	-3.0	103.3	-6.0	-13.0	98.0	-7.0	-4.0	-40.6	-2.0	13
CCc1nnc(NS(=O)(=O)c2ccc(NC(=O)/C=C/c3ccccc3Cl)cc2)s1	100.4	-3.0	u	-5.0	-2.0	102.6	0.0	-2.0	-15.4	-4.0	16
COCCNC(=O)c1ccc(-c2csc(C)n2)cc1	87.5	-3.0	99.4	-6.0	-5.0	76.4	-2.0	-3.0	-16.8	-5.0	10
CCOCC(=O)Nc1cc(-c2cn3cccnc3n2)ccc1C	100.6	-2.0	102.3	0.0	-2.0	100.0	0.0	-3.0	-17.8	-4.0	13
COc1ccc(-c2oc3ccccc3c(=O)c2OC(=O)c2ccc(C)cc2)cc1	91.0	-4.0	84.4	0.0	1.0	85.2	0.0	-4.0	-49.1	5.0	20
C[N+]1=C(/C=C/Nc2ccccc2Cl)C(C)(C)c2ccccc21	102.4	-11.0	96.1	-4.0	-5.0	103.6	-4.0	-6.0	3.0	-4.0	10
O=C(O)c1cn(-c2ccccc2)c(=O)c2ccccc12	102.3	-6.0	102.3	-5.0	-16.0	103.3	-8.0	-1.0	-6.0	0.0	30
Cc1ccc(NC(=O)c2ccc(CSc3nnc(C)s3)cc2)cc1	101.3	-3.0	104.5	0.0	-13.0	101.3	-4.0	8.0	-31.6	2.0	23
COc1ccc(-c2nc3ccccc3s2)cc1O	100.1	-1.0	109.0	-1.0	-1.0	109.0	-4.0	-1.0	-28.0	-3.0	54
Cc1noc(C(=O)N2CC3(C)CC2CC(C)(C)C3)c1Cl (configuration not stated)	96.1	-4.0	98.9	-10.0	-14.0	94.1	-6.0	-2.0	-4.4	-4.0	14
Nc1c2c(nc3ccccc13)CCC2	103.5	-10.0	96.0	-9.0	-19.0	100.2	-13.0	-6.0	-4.7	-2.0	21

4 successive records already listed, quoted:
SMILES	RGS8-Gao reg	Bim-Bcl-B	RGS7-Gao reg	Bcl-XL Bim block	Bfl-1 Bim block	RGS4-Gao reg	Bcl-2 Bim block	Mcl-1 Bim block	Mcl1-Bid inh	Bcl-W Bim block	GSH bead fluor
Cc1cccc(-n2nnc3c(=O)n(Cc4ccccn4)cnc32)c1	102.2	-2.0	102.5	-6.0	-8.0	106.0	-1.0	0.0	-63.7	-2.0	19
CCN(CCn1cccn1)Cc1c(C(=O)N2CCCCCCC2)nc2ccc(Cl)cn12	97.5	-2.0	96.9	-4.0	-9.0	99.2	-4.0	-1.0	-49.4	-3.0	21
c1ccc(Cc2nn3c(Cn4cnc5ccccc54)nnc3s2)cc1	90.7	-26.0	110.7	-12.0	-1.0	95.5	-13.0	-9.0	1.5	-3.0	21
CC(=O)NCC(=O)OCC(=O)c1ccc(C)cc1	91.7	0.0	81.5	0.0	1.0	82.4	-3.0	0.0	-2.7	2.0	14

Going on with the list.
SMILES	RGS8-Gao reg	Bim-Bcl-B	RGS7-Gao reg	Bcl-XL Bim block	Bfl-1 Bim block	RGS4-Gao reg	Bcl-2 Bim block	Mcl-1 Bim block	Mcl1-Bid inh	Bcl-W Bim block	GSH bead fluor
Cc1nc2cc(-c3ccccc3)sc2c(=O)n1N	101.5	-2.0	100.4	-3.0	2.0	103.3	0.0	2.0	-36.1	0.0	24
CCOc1ccc(OCC)c(NC(=O)C2CCCN2S(=O)(=O)c2cccc3cccnc23)c1 (configuration not stated)	101.7	-7.0	103.2	-5.0	-9.0	101.5	-4.0	-4.0	-8.0	-3.0	16
O=C(NC(=S)Nc1ccc(-c2ccc(CO)o2)cc1)c1cccs1	102.0	-3.0	98.0	0.0	10.0	104.4	-2.0	-3.0	-20.4	0.0	68
N#CC1=C(N)NC(SCC(=O)Nc2ccccc2)=C(C#N)C12CCCCC2	103.0	-10.0	101.5	-7.0	-2.0	102.8	-4.0	-6.0	-11.9	-6.0	20
CC(=O)c1cc(-c2ccc(F)cc2)n(CCC(=O)Nc2cc(C)[nH]n2)c1C	100.7	-9.0	99.7	-7.0	-9.0	100.2	-8.0	-6.0	-16.7	-5.0	22
CC(=O)C(Cc1ccc(Cl)nc1)(Cc1ccc(Cl)nc1)C(C)=O	98.5	-5.0	u	-2.0	-9.0	99.3	-5.0	-2.0	-6.3	-3.0	15
O=C1NCCCc2c1oc1cc(Br)c(O)c(Br)c21	99.0	-9.0	105.3	-1.0	-7.0	101.0	-11.0	-5.0	5.1	1.0	33
CC(=O)Nc1ccc(C(=O)NN2C(=O)c3ccccc3C2=O)cc1	93.2	-6.0	111.2	-3.0	-5.0	96.2	-4.0	-1.0	3.2	0.0	21
CC(CC(=O)Nc1ccc(C(N)=O)cc1)c1ccccc1 (configuration not stated)	99.1	-10.0	99.1	-8.0	-13.0	96.0	-3.0	-2.0	-19.3	-6.0	12
Fc1ccccc1CNCCC(Cc1ccccc1)c1ccc2c(c1)OCO2 (configuration not stated)	108.4	-7.0	108.9	-7.0	-4.0	104.0	-3.0	-6.0	2.5	-6.0	10
CCOc1ccc(C2CC(c3cccc(OC)c3)n3nc(N)nc3N2)cc1 (configuration not stated)	98.4	-1.0	94.2	-2.0	-5.0	97.4	0.0	2.0	-23.8	1.0	14
CC(=O)C(Sc1nc(N2CCOCC2)nc(N2CCOCC2)n1)C(=O)Nc1ccccc1 (configuration not stated)	100.5	-3.0	108.0	-2.0	0.0	101.1	1.0	0.0	-67.2	1.0	18
COc1ccc(NC(=O)C(NC(C)=O)C(=O)NCc2ccccc2Cl)cc1 (configuration not stated)	94.6	-4.0	92.0	4.0	-11.0	93.3	-6.0	-2.0	0.1	0.0	33
O=C1CCCC2=C1C(c1ccccc1)NC(=S)N2 (configuration not stated)	102.6	-9.0	u	-4.0	-4.0	104.9	-5.0	-2.0	-25.1	-2.0	17
COC(=O)c1cc(CNC(=O)c2ccccc2Cl)ccc1OC	109.2	5.0	110.0	5.0	10.0	107.1	7.0	5.0	-14.4	4.0	10
S=C(Nc1ccc(Br)cc1)N1CCCC1	104.9	-5.0	104.2	-7.0	-11.0	103.4	-3.0	-4.0	-40.8	-5.0	13
O=C(CN1CCN(c2ncccn2)CC1)N1CCCc2c1c(=O)oc1ccc(O)cc21	115.8	-7.0	105.7	-3.0	-1.0	107.4	1.0	0.0	-14.4	-2.0	23
COc1ccc(OC)c(/C=C/C(=O)OCC(=O)Nc2cccc(Oc3ccccc3)c2)c1	100.8	-8.0	100.2	-3.0	-5.0	99.8	-4.0	-2.0	-11.0	-4.0	9
C=CCc1cccc2cc(C(=O)O)c(=O)oc12	100.2	-3.0	96.2	-9.0	-7.0	101.3	-3.0	0.0	-5.8	0.0	46
Cn1c2ccccc2c2cc(C(=O)NNS(=O)(=O)c3ccc(F)cc3)sc21	98.1	-6.0	102.2	-3.0	-10.0	99.6	-6.0	4.0	-22.1	2.0	57
O=C(Cn1cc(C(=O)C2CCCCC2)c2ccccc21)NCC1CCCO1 (configuration not stated)	98.5	-2.0	u	0.0	-4.0	97.3	-1.0	0.0	-17.8	0.0	13
Cc1nc2cc(-c3sccc3-n3cccc3)nn2c(C)c1C	100.4	-1.0	106.5	-2.0	-6.0	105.4	-3.0	1.0	-55.7	-2.0	55
O=C1C2=C(SCCS2)C(=O)N1CCCO	102.8	0.0	103.9	-2.0	0.0	107.0	-1.0	0.0	-18.7	2.0	12
Cc1cccc(-n2c(=O)c3c(n4cnnc24)-c2ccccc2CC32CCCCC2)c1	101.7	-1.0	100.2	4.0	0.0	106.3	1.0	0.0	-2.0	1.0	8
COc1ccc(Cl)cc1N(CC(=O)N/N=C/c1ccc(OC(C)C)cc1)S(=O)(=O)c1ccc(C)c([N+](=O)[O-])c1	104.3	10.0	93.5	11.0	20.0	100.0	13.0	2.0	-25.5	9.0	5
O=C1Nc2ccccc2C1(O)C/C(=N/O)c1ccccc1 (configuration not stated)	99.8	-3.0	99.8	-2.0	-4.0	99.8	-1.0	-2.0	-24.0	-2.0	9
CCOC(=O)C1=C(N)N2C(=O)CSC2=C(C(=O)OC)C1	97.7	-2.0	101.5	-4.0	0.0	102.1	0.0	0.0	-83.2	-2.0	14
Cc1ccc(OCC(=O)NCc2cccs2)cc1	102.6	-4.0	101.0	2.0	-10.0	103.7	-5.0	4.0	-6.4	3.0	17
COc1ccccc1C1N(c2ccc(Cl)cc2)C(=O)C2CCCN21 (configuration not stated)	102.5	-10.0	111.0	-3.0	-11.0	107.0	-12.0	-14.0	5.5	-1.0	43
COc1ccc([C@@H]2[C@H]3CN(C(C)=O)CC=C3C(C#N)=C(N)C2(C#N)C#N)c2ccccc12	98.9	-6.0	100.2	-7.0	-17.0	98.5	-10.0	-1.0	-12.3	0.0	19
